CendR NRP1 mod = modulators of CendR peptide binding to NRP-1, primary screen, biochemical, fluorescence polarization, uHTS; hit rate 0.85% among 360,000; FAM-RPARPAR peptide binding to NRP-1; inhibition, % at 25 µM; Neuropilin-1 (Homo sapiens), O14786;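 active means inhibition or corrected inhibition above about 18%, plus a signal ratio from 0.5 to 1.5, limit read from the data, passing the limit was not always enough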; further: strong numbers were not always called active
MsrA inh = bovine MsrA enzyme inhibitors, primary screen, biochemical, absorbance, HTS. hit rate 0.75% among 360,000. Methionine sulfoxide reductase A (Bos taurus). inhibition, % at 15.5 µM. AID 651718, 2012. purified bovine MsrA, absorbance read-out; in the data active means inhibition above about 4.5%;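 further: 0% = vehicle wells with enzyme and 100% = reference inhibitor wells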
FAS-TE inh = FAS thioesterase domain inhibitors, primary screen, biochemical, fluorescence intensity, uHTS. recombinant FAS-TE, OMFH fluorogenic substrate, fluorescence endpoint. inhibition, % at 15 µM. hit rate 0.67% among 360,000. AID 602261, 2012;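 active means compounds whose normalised, plate-corrected inhibition of enzyme fluorescence in the single-dose primary screen is 50% or more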;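 further: 0% = DMSO with enzyme and 100% = substrate without enzyme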
eLon inh = inhibitors of E. coli Lon protease, primary screen, biochemical, fluorescence polarization; purified E. coli Lon protease; hit rate 0.42% among 360,000; inhibition, % at 7.94 µM; in the data active means inhibition above about 13%, passing the limit was not always enough;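 further: 0% = enzyme with probe and DMSO and 100% = no enzyme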
MT1-MMP act inh = blockers of MT1-MMP proenzyme processing, primary screen, HT1080 RFP-PRO-GFP cells, GFP/RFP fluorescence. AID 651647, 2012. Matrix metalloproteinase-14 (Homo sapiens), P50281. hit rate 0.061% among 360,000. GFP/RFP ratio fluorescence, overnight; percent of plate control window, DMSO zero. GFP/RFP ratio change, % at 20 µM;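 active means GFP/RFP ratio change of at least 30% with cell ATP level not reduced by more than half and red fluorescence within 50% of control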; further: strong numbers were not always called active
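system = RFP-PRO-GFP reporter HT1080 cells | dosing = 20 µM single dose, 1% DMSO | timing = overnight cell settling, then overnight compound exposure, 37 °C, 5% CO2 | read-out basis = GFP/RFP fluorescence ratio | controls = DMSO and RFP-L50D-GFP cell wells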
SKN-1 inh = suppressors of acrylamide-induced Pgst-4::GFP reporter in worms, primary screen, SKN-1 inhibitor project, whole organism, uHTS, GFP/RFP fluorescence ratio, strain VP596; hit rate 0.49% among 360,000; inhibition, % at 21.8 µM; C. elegans VP596 Pgst-4::GFP/RFP ratio, 24 h;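 active means interference check ratio from 0.5 to 1.5 plus GFP to RFP signal ratio inhibition reaching or exceeding a fixed threshold, cut at about 30% in these data, passing the limit was not always enough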; further: some compounds called inactive have numbers as strong as hits
MLLE-PAM2 inh = inhibitors of PABP1 MLLE–PAM2 peptide binding, primary screen, biochemical, fluorescence polarization, FITC-PAM2, GST-MLLE | Polyadenylate-binding protein 1 (Homo sapiens), P11940 | inhibition, % at 20 µM | hit rate 0.36% among 360,000 | AID 588489, 2011; in the data active means inhibition above about 35%, passing the limit was not always enough;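 further: plate controls were DMSO wells with GST-MLLE for no effect and wells lacking GST-MLLE protein for full effect; some results filed as inactive read as strong as hits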
Target sequence (P11940 whole entry, looked up): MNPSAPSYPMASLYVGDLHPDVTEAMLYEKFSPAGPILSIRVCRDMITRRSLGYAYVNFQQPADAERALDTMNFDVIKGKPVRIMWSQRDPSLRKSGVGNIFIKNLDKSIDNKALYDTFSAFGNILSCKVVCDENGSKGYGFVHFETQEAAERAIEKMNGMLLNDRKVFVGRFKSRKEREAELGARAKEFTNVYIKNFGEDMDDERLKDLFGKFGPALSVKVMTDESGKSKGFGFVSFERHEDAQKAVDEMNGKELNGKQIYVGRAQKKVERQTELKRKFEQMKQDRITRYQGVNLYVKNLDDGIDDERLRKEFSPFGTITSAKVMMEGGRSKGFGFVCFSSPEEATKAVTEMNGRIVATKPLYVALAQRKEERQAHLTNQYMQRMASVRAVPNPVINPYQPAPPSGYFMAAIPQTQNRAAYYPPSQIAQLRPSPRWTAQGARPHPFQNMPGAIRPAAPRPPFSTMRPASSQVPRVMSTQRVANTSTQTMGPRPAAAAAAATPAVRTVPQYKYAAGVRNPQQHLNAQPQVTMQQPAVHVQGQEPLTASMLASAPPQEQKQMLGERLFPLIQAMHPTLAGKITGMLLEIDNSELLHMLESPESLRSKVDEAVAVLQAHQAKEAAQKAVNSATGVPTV
bovine MsrA act = bovine MsrA enzyme activators, primary screen, biochemical, absorbance, HTS; Methionine sulfoxide reductase A (Bos taurus); purified bovine MsrA, absorbance read-out; activation, % at 10.6 µM; hit rate 0.3% among 360,000; in the data active means activation above about 7.5%;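 further: 0% = vehicle and 100% = reference activator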
Tb MetRS inh = T. brucei MetRS inhibitors, primary screen, biochemical, luminescence; methionyl-tRNA synthetase (Trypanosoma brucei brucei); purified T. brucei MetRS, ATP depletion, Kinase-Glo luminescence; inhibition, % at 11.9 µM; hit rate 0.4% among 360,000; AID 624268, 2012;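 active means inhibition above a per-plate cutoff of the control wells' mean inhibition plus 3 SD, cut at about 5.5% in these data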;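 further: 0% = DMSO wells median and 100% = median of wells with control inhibitor compound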
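Material: T. brucei methionyl-tRNA synthetase, purified; reagent: substrates ATP, L-methionine and bulk Escherichia coli tRNA; dosing: 11.9 µM single point; timing: 15 min plus 2 h at 25 °C; detection: luminescence of leftover ATP; evaluation: % inhibition; control set: DMSO-only wells as low control; replicates: singlicate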
* marks the source's active call; other numbers are inactive results; . = not tested or not shown.

SMILES	CendR NRP1 mod	MsrA inh	FAS-TE inh	eLon inh	MT1-MMP act inh	SKN-1 inh	MLLE-PAM2 inh	bovine MsrA act	Tb MetRS inh
CCOC(=O)N1CCN(C(=O)CNS(=O)(=O)c2c(C)cc(C)cc2C)CC1	1	-0.8	-1	0	1	4	-12	-1	-0.1
Cc1cc(-c2n[nH]c(=S)n2Cc2ccccc2)cs1	2	0.4	-11	0	0	1	-17	-6	-0.4
C=CCn1c(CCNC(=O)c2cccs2)nnc1SCC(=O)c1cccc([N+](=O)[O-])c1	2	0.7	8	-4	3	1	15	-8	-0.6
Cc1ccc(OCCn2ccnc2)c([N+](=O)[O-])c1	-1	1.5	-8	-4	-4	6	-10	-3	0.2
CCCCCCn1cc(CN2CC(N(C)CCC)CS2(=O)=O)nn1 (stereo not drawn)	1	-0.6	-8	-5	3	0	.	-4	-0.6
CC1CN(CCOc2ccccc2C(C)C)CC(C)O1 (stereo not drawn)	1	-0.7	-6	0	-2	-6	9	-3	-1.3
OCCCNc1cc(-c2ccnc(Nc3cccc(Cl)c3)n2)ccn1	-12	0.3	11	-11	-16	-38	-1	1	0.3
CCOC(=O)c1c(C)[nH]c(C(=O)COC(=O)C2(C)CC2(Cl)Cl)c1C (stereo not drawn)	-3	-0.7	14	-3	-4	-5	7	-4	-0.4
Cc1ccc(C(=O)NCC(c2ccc(F)cc2)N2CCOCC2)cc1S(=O)(=O)N1CCOCC1 (stereo not drawn)	2	0.4	-5	8	-7	1	-2	-1	0.6
Nc1ccc2sc(N)nc2c1	8	-0.5	-4	-13	3	1	-7	-2	-0.2
CC(C)c1nc(SCC(=O)NCc2ccccc2)n[nH]1	-1	0.2	-8	-6	-3	-12	2	1	-1.0
CCNC(=O)N(C)c1c(CC)nc2ccc(C(=O)N3CCN(C(C)=O)CC3)cn12	4	1.3	-7	-7	4	13	0	1	0.8
CCN1C(=O)/C(=C2/C=Cc3ccccc3N2CC)SC1=S	-2	0.5	19	6	18	20	-107	-2	-0.4
C=CCNC(=O)NC(=O)COC(=O)COc1ccc(Br)cc1F	-9	-1.2	-10	-2	-5	9	1	-11	-0.8
CCCCOc1ccc(C(=O)NCC(=O)NC2CC2)cc1	-1	0.7	-4	-10	6	-15	5	-1	0.1
O=C(Nc1cccc(NC(=O)c2ccccc2Cl)c1)c1ccc(F)cc1	-13	0.2	2	0	0	-1	-13	-9	-1.0
COCCNc1nnc(SCC(=O)Nc2nnc(-c3ccccc3)o2)s1	-2	0.1	-7	-4	3	9	8	-2	-0.3
Cc1cc(C)c(NC(=O)/C(C#N)=C/c2ccc(OCc3ccc(F)cc3)cc2)c(C)c1	-3	-0.4	15	-20	-1	8	0	-3	0.2
O=C(CSc1ccc(-c2ccc(Cl)cc2)nn1)NC1CCCC1	5	0.6	-6	-5	-1	-14	13	-2	-0.1
Cc1cc2c(cc1C)NC(c1ccccn1)C1=C(CC(C)(C)CC1=O)N2 (stereo not drawn)	-2	3.9	-5	-9	-2	-12	-9	-7	-0.8
CCOc1ccc(-c2nn(-c3ccccc3)cc2/C=C2\SC(N)=NC2=O)cc1C	7	-1.1	8	2	-2	3	0	-11	-0.9
Cc1nc2ccc(NS(=O)(=O)c3ccc(F)cc3F)cc2s1	-35	-0.5	-9	-33	-9	1	-42	-5	-0.4
COc1cc(C(=O)NC(=S)NCc2ccncc2)cc(OC)c1OC	-7	1.0	-1	-11	11	22	22	1	0.0
C=C1CCC[C@]2(C)C[C@H]3OC(=O)C(CN4CCOCC4)[C@H]3C[C@@H]12 (stereo partly drawn)	-5	-1.4	-6	-4	-3	24	2	-1	-0.2
COc1cc(CN2C[C@@H](CO)O[C@@H](n3cnc4c(N(C)C)ncnc43)C2)cc(OC)c1OC	-4	1.1	-6	-7	6	18	-5	2	-0.8
CCOC(=O)N/N=C/c1cn(Cc2ccc(Cl)cc2)c2ccccc12	1	0.8	-3	9	19	8	-40	-12	-1.4
CCCNC(=O)C1(C)CCN1C(=O)Cc1ccc(C(C)(C)C)cc1 (stereo not drawn)	-8	0.6	-2	11	-1	-6	-11	-1	0.2
CCn1c(=O)c2c(cnn2C)c2ccccc21	8	0.8	-5	4	-10	20	-7	1	0.6
CC(C)NC(=O)CC1Nc2c3ccccc3nc(=S)n2C1=O (stereo not drawn)	6	1.2	-2	2	6	9	-54	-1	-1.0
Cc1ccc(S(=O)(=O)N(CC(=O)N2CCOCC2)c2ccc(Br)cc2)cc1	7	2.3	2	7	-3	31	-5	-2	-0.1
CCOc1cc(CNCCCN2CCOCC2)cc(Br)c1OCC(=O)Nc1cccc(C(F)(F)F)c1	16	-1.0	3	3	8	8	-3	3	-0.6
Cc1ccc(NC(=S)NCc2ccccc2)cc1[N+](=O)[O-]	1	0.6	64*	-1	5	1	-5	-4	0.2
COc1ccc(N(CC(=O)N2CC=C(c3ccccc3)CC2)S(=O)(=O)c2c(C)noc2C)cc1	-9	-0.5	31	1	1	-3	10	3	-0.1
Cc1cccc(C(=O)Nc2ccc(Oc3cnccn3)cc2)c1	6	-0.4	-4	-5	2	-1	-5	-3	-0.4
O=C(CSc1nc2c(c(=O)n1-c1ccc(F)cc1)SCC2)Nc1ccc2c(c1)OCO2	-1	2.4	6	-5	5	1	1	-4	0.1
COc1ccc(NC(=O)CCNC(=O)C2CCN(S(=O)(=O)c3ccc(F)cc3)CC2)cc1OC	-3	-1.0	-3	4	1	1	-5	-3	-1.0
NS(=O)(=O)c1ccc(CCNC(=O)/C=C/c2ccc(S(=O)(=O)N3CCOCC3)cc2)cc1	2	0.2	-8	-6	-2	4	7	3	-0.3
COc1ccc(CCNC(=O)c2cc3c(=O)n4cccc(C)c4nc3n(CC3CCCO3)c2=N)cc1 (stereo not drawn)	0	1.5	6	-18	3	0	-2	0	0.1
CCOC(=O)C1(C(=O)OCC)C(c2ccccc2)CC(O)N1C(C)=O (stereo not drawn)	-5	2.4	-4	0	0	10	1	-3	-0.6
COC(=O)c1ccc(C(=O)OC)c(NC(=S)N2CCN(c3ccccc3F)CC2)c1	-3	1.1	16	4	-9	1	-17	-5	-0.1

Single values from the list.
COc1cc(C(=O)NC(=S)NCc2ccncc2)cc(OC)c1OC in Tb MetRS inh is listed with 0.0
CCOC(=O)C1(C(=O)OCC)C(c2ccccc2)CC(O)N1C(C)=O (stereo not drawn) in MLLE-PAM2 inh is listed with 1
CCCCCCn1cc(CN2CC(N(C)CCC)CS2(=O)=O)nn1 (stereo not drawn) in bovine MsrA act is listed with -4

Additional structures follow.
SMILES	CendR NRP1 mod	MsrA inh	FAS-TE inh	eLon inh	MT1-MMP act inh	SKN-1 inh	MLLE-PAM2 inh	bovine MsrA act	Tb MetRS inh
Cc1ccc(-c2cc(N)n3nc(-c4ccc(C)cc4)cc3n2)cc1	-9	0.9	0	0	5	6	-4	-2	-0.8
Cc1cc(S(=O)(=O)NCc2ccccc2)ccc1OCC(=O)NCc1ccncc1	-12	-0.4	-4	-10	-4	-1	-7	-2	-0.1
COc1cccc(N2CCN(c3ccc4nnc(CCC(=O)Nc5ccc(OC)c(OC)c5)n4n3)CC2)c1	8	0.1	-5	-12	8	-2	21	0	0.0
CC(Oc1ccc(Br)cc1)C(=O)NNC(=O)CCN1CCN(c2ccccc2)CC1 (stereo not drawn)	1	-1.7	4	-8	2	4	-11	-2	0.0
Cc1cc(C(=O)NNC(=O)c2ccc(S(=O)(=O)N(C)C)cc2)c(C)o1	2	-1.6	-6	-4	3	-3	6	-4	-0.1
O=C(NC(=O)c1ccccc1)Nc1ccc(Cl)cn1	18	-1.5	-4	0	-2	14	4	-4	-0.2
O=C(Nc1ccc(S(=O)(=O)Nc2ncccn2)cc1)c1nn(Cc2ccccc2)c(=O)c2ccccc12	-26	-0.8	3	-5	-5	10	-6	-1	1.1
CCC(=O)c1ccc(OCC(O)CN2CCCCC2)cc1 (stereo not drawn)	1	0.6	-7	0	9	20	-13	-14	-2.3
O=C(COc1ccccc1)NC(=S)Nc1ccc2c(c1)Cc1ccccc1-2	-2	0.6	2	-20	5	-6	13	-7	-0.8
CC[C@@H](C)C(NC(=O)OC(C)(C)C)c1cn([C@@H](CCCCNC(=O)OC(C)(C)C)C(=O)N2CCN(C(=O)OC(C)(C)C)CC2)nn1 (stereo partly drawn)	15	-0.2	-5	11	3	13	3	3	-0.4
COc1ccc2oc(=Nc3cc(F)ccc3F)c(C(N)=O)cc2c1	4	1.2	6	9	-19	9	12	-8	-1.2
CC(C)N1CCC(N2CCN(C/C=C/c3ccccc3)CC2CCO)CC1 (stereo not drawn)	-10	.	-6	-4	2	12	0	-2	0.1
CCOc1ccc(N(CC(=O)Nc2ccccc2OCC)S(=O)(=O)c2c(C)noc2C)cc1	5	0.9	25	-13	9	10	-4	-3	-0.1
Cc1cc(Br)cn2c(Cc3ccsc3)c(-c3ccc(F)cc3)nc12	4	1.6	4	25*	-3	23	8	1	-0.1
NC(=O)[C@H]1CC2(CC(c3cccc(NC(=O)[C@H]4CCC(=O)N4)c3)=NO2)CN1C(=O)c1ccccc1C(=O)c1ccccc1 (stereo partly drawn)	0	0.0	-8	-12	-2	-17	17	-3	-0.3
O=C(NCC1CCCO1)C(c1ccc(F)cc1)N(C(=O)Cn1nnc(-c2ccc(F)cc2)n1)c1cccc(O)c1 (stereo not drawn)	7	-1.1	-2	0	.	5	1	-14	-1.5
CC1C(=O)N2CCCc3cc(S(=O)(=O)N(C)Cc4ccccc4)cc1c32 (stereo not drawn)	-2	1.2	-2	-1	3	-10	1	-3	-0.3
CCOc1cccc(C(=O)NC(=S)NCc2cccnc2)c1	-19	-0.2	-13	2	-1	8	28	-3	-0.1
CCCCOc1cc(NCc2ccccc2)c2ncn(C(C)C)c2c1	1	-1.7	27	-16	3	23	0	-2	0.4
CC(C)C(=O)Nc1ccc(C(=O)NNC(=O)CCCOc2ccc(Cl)cc2Cl)cc1	2	-0.9	-9	-10	7	5	11	-6	1.8
CCN1CCN(S(=O)(=O)c2ccc(Cl)c(C(=O)N(C)C3CCCCC3)c2)CC1	-1	-1.1	-5	-7	1	3	-1	-5	-0.5
CCOC(=O)c1nnc2cc(-c3ccc(Br)cc3)nn2c1C	-13	-1.1	-9	-6	-1	13	-10	-2	0.3
COc1cc(/C=N/NC(=O)C(=O)NCc2ccco2)cc(Br)c1O	2	6.0*	-5	-16	2	0	8	-7	-0.1
